Source: PubChem BioAssay (several laboratories)
PPARg SRC-1 ag: PPARgamma-driven SRC-1 recruitment agonism. actives 0.41% (n = 200,000). activation, % at 8 µM. P37231. PPARgamma-SRC-1 coactivator recruitment biochemical assay; in the data active means activation above about 19%;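 further: 0% = DMSO and 100% = reference agonist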
S1P3 antagonist: antagonists of human S1P3 receptor. Q99500. actives 0.27% (n = 170,000). inhibition, % at 4.98 µM. CHO S1P3 NFAT-BLA reporter, FRET fluorescence, antagonist mode;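 active means inhibition above the plate cutoff, the mean inhibition of test wells on that plate plus 3 SD, cut at about 28% in these data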;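 further: cells challenged with S1P at its EC80 of 0.8 µM; blue over green emission ratio from cleaved BLA substrate after 4 h stimulation; 0% = S1P-stimulated wells and 100% = unstimulated DMSO-only wells; some compounds past the cut are filed as inactive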
Target sequence (Q99500 whole entry, looked up): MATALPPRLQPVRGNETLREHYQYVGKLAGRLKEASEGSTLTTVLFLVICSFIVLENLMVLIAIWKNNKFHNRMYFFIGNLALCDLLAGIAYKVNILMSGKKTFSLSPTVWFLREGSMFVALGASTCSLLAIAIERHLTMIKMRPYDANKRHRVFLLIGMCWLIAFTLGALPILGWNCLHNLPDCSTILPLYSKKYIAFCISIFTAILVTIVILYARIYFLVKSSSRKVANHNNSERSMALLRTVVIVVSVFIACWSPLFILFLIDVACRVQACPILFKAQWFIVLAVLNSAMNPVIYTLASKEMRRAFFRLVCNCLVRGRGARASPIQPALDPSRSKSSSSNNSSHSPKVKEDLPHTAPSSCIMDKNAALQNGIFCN
PPARg SRC3 recr: PPARgamma-driven SRC-3 recruitment agonism | P37231 | biochemical PPARgamma/SRC-3 coactivator recruitment assay | activation, % at 8 µM | actives 0.26% (n = 200,000); in the data active means activation above about 23%;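 further: 0% = DMSO and 100% = reference agonist; some compounds past the cut are filed as inactive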
Diaph inh CS: inhibits diaphorase or chemically oxidizes, flagging diaphorase assay artifacts | diaphorase resazurin-to-resorufin fluorescence, NADH, 16 min; bacterial (C. kluyveri) enzyme, not human | inhibition, % at 20 µM | actives 0.69% (n = 190,000);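 active means primary screen inhibition at 20 µM above a set limit, cut at about 50% in these data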;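 further: plate controls were DMSO with full reaction for no effect and wells lacking NADH for full effect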
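Test system: bacterial diaphorase enzyme (C. kluyveri); Quantity: 0.14 U/mL diaphorase, enzyme working solution; Times: reaction incubation of 16 min at room temperature; Measured by: fluorescence of resorufin formed from resazurin, Ex 544/Em 590 nm; Benchmarks: positive control minus NADH, DMSO neutral control.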
Diaphorase act: diaphorase activation or chemical reduction counter-screen; Diaphorase/resazurin coupled assay, resorufin fluorescence, 16 min; stronger effect = higher value; 1 = vehicle wells, 0 = NADH-free wells; activation factor at 20 µM; actives 0.005% (n = 190,000);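 active means diaphorase activity raised at least twofold by the compound at 20 µM; inactive means activation factor below 2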
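Measured by – red resorufin fluorescence at 544/590 nm excitation/emission · Test system – Clostridium kluyveri diaphorase, purified enzyme · Incubation – reaction time 16 min, room temperature · Buffer or medium – 50 mM HEPES pH 7.4 with 4.542 mM MgCl2, 0.005% Tween 20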
PPARg SRC2 recr: PPARgamma-driven SRC-2 recruitment agonism; actives 0.34% (n = 200,000); PPARgamma LBD-SRC-2 recruitment, biochemical; AID 1032; P37231; activation, % at 8 µM; in the data active means activation above about 22%;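 further: 0% = vehicle and 100% = reference agonist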
SRC2 TRFRET art: flags TR-FRET format artefacts in PPARgamma SRC-2 recruitment agonist screen | AID 1049 | TR-FRET artefact counter-screen; stronger effect = higher value | actives 0.4% (n = 200,000) | TR-FRET ratio at 8 µM; in the data active means TR-FRET ratio above about 2000; further: inactives centre near 1500
G6PDH counter: L. mesenteroides G6PDH inhibition counter-screen; Purified L. mesenteroides G6PDH, diaphorase/resazurin coupled fluorescence, 45 min; actives 0.12% (n = 200,000); AID 1020; inhibition, % at 5 µM; in the data active means inhibition above about 50%
ROMK mod: modulators of human ROMK potassium channel; B-score at 10 µM; actives 2% (n = 130,000); Tet-inducible ROMK, thallium flux fluorescence; actives lie on both sides;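 active means signal ratio slope over the read window, or its plate-corrected B-score, at least 3 SD from the plate mean, either direction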;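 further: B-score of the F/F0 ratio slope over 7 to 12 s after thallium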
PMI activator: activators of human phosphomannose isomerase | purified human PMI, coupled resazurin fluorescence, 20 min; stronger effect = higher value; 1 = vehicle control, 0 substrate-free wells | actives 0.005% (n = 190,000) | P34949 | activation factor at 20 µM;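 active means activation factor of 2 or more at 20 µM, relative to plate controls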
Target sequence (P34949 whole entry, looked up): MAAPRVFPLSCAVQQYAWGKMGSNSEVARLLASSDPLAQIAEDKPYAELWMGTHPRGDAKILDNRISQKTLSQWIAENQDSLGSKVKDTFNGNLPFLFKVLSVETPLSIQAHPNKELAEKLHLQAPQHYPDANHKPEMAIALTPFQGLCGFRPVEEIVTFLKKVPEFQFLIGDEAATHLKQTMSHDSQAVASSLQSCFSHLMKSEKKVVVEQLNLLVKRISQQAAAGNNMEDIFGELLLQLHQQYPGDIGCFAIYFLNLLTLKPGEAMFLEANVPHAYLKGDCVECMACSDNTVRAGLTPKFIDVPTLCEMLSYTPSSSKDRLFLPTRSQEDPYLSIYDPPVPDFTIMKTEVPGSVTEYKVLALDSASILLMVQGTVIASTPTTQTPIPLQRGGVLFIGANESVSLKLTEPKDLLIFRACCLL
PMI act hi M6P: PMI (human) activation, high substrate. P34949. coupled PMI enzyme assay, resazurin fluorescence, 20 min; stronger effect = higher value; 1 = untreated enzyme, 0 = substrate-free blank. activation factor at 20 µM. actives 0.34% (n = 190,000). AID 1216;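 active means activation factor of 2 or more at 20 µM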
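Technique: Diaphorase-driven resazurin-to-resorufin fluorescence, excitation 544, emission 590 nm | Assay system: Human PMI in coupled enzyme assay | Times: Enzyme reaction with compound 20 min at room temperature | Medium: HEPES-buffered pH 7.4 with magnesium and detergent | Reagent: Mannose-6-phosphate 1.0 mM (near-saturating) plus 0.22 mM NADP+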
Numbers without * were called inactive; . = no result given.

SMILES	PPARg SRC-1 ag	S1P3 antagonist	PPARg SRC3 recr	Diaph inh CS	Diaphorase act	PPARg SRC2 recr	SRC2 TRFRET art	G6PDH counter	ROMK mod	PMI activator	PMI act hi M6P
COc1ccc(/C=N/NC(=O)c2ccoc2C)cc1COc1c(C)cccc1C	1	.	8	27	0.7	3	1618	2	.	0.8	0.8
O=C(Nc1ccccc1)/C(=C/c1ccc2c(c1)OCO2)NC(=O)c1ccco1	-2	-10	2	-5	1	-4	1514	-3	0.01	1	1.1
O=c1cc(N2CCc3ccccc32)[nH]c(=O)n1-c1ccc(Br)cc1	12	.	5	28	0.7	2	1779	28	.	0.7	0.8
Cc1cc(-c2nnc(SCc3ccccn3)o2)no1	2	-12	-8	22	0.8	4	1516	21	0.62	0.9	0.9
O=C(c1ccc(Cl)c(S(=O)(=O)N2CCCCCC2)c1)N1CCOCC1	4	-4	0	8	0.9	3	1523	5	1.2	1	1.1
CCC(CO)n1c(SCc2cc([N+](=O)[O-])cc3c2OCOC3)nc2ccccc2c1=O (stereo not given)	4	4	6	22	0.8	-9	1546	10	.	1	0.9
O=C(NCc1ccco1)c1ccc(COc2cccc3ccccc23)cc1	-4	-6	1	37	0.6	0	1518	-33	.	0.8	0.8
Cc1ccc(C)n1-c1cccc(S(=O)(=O)N2CCOCC2)c1	-3	0	-3	-2	1	-7	1315	4	-0.19	1.1	1.1
Cc1cccn2c(=O)c(C=Nc3ccc(Cl)cc3)c(NCCO)nc12	2	-32	5	22	0.8	2	1501	0	.	1	0.6
O=C(/C=C/c1ccccc1)N1CCN(CCN2C(=O)c3cccc4cccc(c34)C2=O)CC1	4	-1	1	13	0.9	-1	1515	-10	.	0.9	1
O=C(COC(=O)c1ccc(Cl)nc1)Nc1ccccc1OC(F)F	4	-10	0	1	1	-4	1422	2	-0.063	1.1	1.1
CCCNC(=S)N1CC2(C)CN(C(=O)C(=O)OC)CC(C)(C1)C2=O	-2	-10	-5	-2	1	-3	1535	15	-0.059	1	1
Cc1cc(C)cc(NC(=O)CN2CCN(c3ncccn3)CC2)c1	-5	.	5	-2	1	2	1505	7	0.48	1	1.1
COC(=O)c1ccc(C)c(NC(=O)c2ccc(Cl)c([N+](=O)[O-])c2)c1	4	2	4	19	0.8	-5	1485	2	.	0.9	0.9
CC1(C)CC(=O)C(C=NCCN2CCN(C(=O)NC34CC5CC(CC(C5)C3)C4)CC2)=C(O)C1	0	.	2	-1	1	1	1747	3	.	1	1
COCc1cc(C)n(CC(=O)Nc2ccc(Cl)cc2Cl)c(=O)c1C#N	6	.	8	13	0.9	14	1735	6	0.62	0.9	0.9
O=C(NC1CCCCCC1)c1ccc2c(=O)n3c(nc2c1)CCCCC3	-3	.	4	9	0.9	1	1497	-1	0.35	1	1
CCOC(=O)N1CCN(C(=S)Nc2ccc(C)c(C)c2)CC1	-10	7	-1	7	0.9	5	1549	-2	-0.057	1	1
COc1ccccc1NC(=S)NCc1ccc2c(c1)OCO2	-9	4	0	18	0.8	9	1404	6	0.31	0.9	0.9
CCCOC(=O)c1c(N)sc(C(=O)OCC)c1C	2	-3	4	14	0.9	-1	1539	-2	0.61	1	0.9
O=Cc1ccc(OCc2cn3ccccc3n2)cc1	10	-13	3	0	1	4	1643	-2	0.032	1.1	1.1
Oc1csc(Cc2nc(-c3ccc(-c4ccccc4)cc3)cs2)n1	8	.	1	11	0.9	0	1547	2	0.22	1	0.9
O=c1c2c(nc3nc(Cc4ccccc4)[nH]n13)CCC2	-5	-2	-5	-8	1.1	-3	1491	8	.	1	1
CC(C)(C)n1nnnc1C(c1cccnc1)N1CCN(C(=O)c2ccco2)CC1 (stereo not given)	1	-34	8	-7	1.1	9	1635	7	.	1.2	1
COC(=O)/C=C(\C)NC(=O)c1ccccc1Cl	2	8	1	10	0.9	-7	1619	2	.	1	1
O=C(Cn1nnc(-c2ccccc2F)n1)Nc1cccc2ncccc12	6	.	-2	8	0.9	13	1549	7	0.14	1	1
Nc1ccc(N2CCN(c3cccc(Cl)c3)CC2)cc1	4	-12	5	-11	1.1	0	1616	6	-0.86	1	0.9
Cc1ccc(NC(=S)N/N=C2\CC3CC=CC23)c(C)c1 (stereo not given)	4	-5	5	3	1	1	1581	5	-0.43	1	1
COCCOC(=O)/C(=C/c1ccc(OC(=O)c2ccccc2)cc1)C(C)=O	0	-1	-2	8	0.9	-5	1474	9	.	1	1
CC(C)c1ccc(C(=O)CC2(O)C(=O)N(CN3CCOCC3)c3ccccc32)cc1 (stereo not given)	-4	.	-7	7	0.9	-13	1358	1	.	0.9	0.9
CN(C)CCCN(CCCNC(=O)/C=N/O)Cc1ccccc1	6	-6	-7	5	1	-2	1695	19	-0.43	1	0.9
COc1ccc(CCN2C(=O)CCC2(C)C(=O)NCc2cccnc2)cc1OC (stereo not given)	7	19	10	0	1	19	1402	-2	.	0.9	0.9
COC(=O)c1ccccc1NC(=O)CNC(=O)c1ccc(OC)c(OC)c1	-5	-25	-4	-11	1.1	4	1329	1	-1.9	1.1	1.1
CCOC(=O)C(C)N1C(=O)S/C(=C/c2cc(C)n(-c3ccccn3)c2C)C1=O (stereo not given)	2	.	-2	26	0.7	-1	1637	9	-0.045	0.9	0.9
COc1ccc(CCNC(=O)CSc2ccccn2)cc1OC	-5	-18	-5	2	1	3	1491	3	.	1	1.1
COc1cc(Cn2c(N)c(C#N)c3nc4ccccc4nc32)cc(OC)c1	-4	-36	1	13	0.9	3	1650	22	.	0.9	0.5
Cc1ccc(S(=O)(=O)N2CCC(C(=O)C3C(=O)CCCC3=O)CC2)cc1	5	-22	4	-5	1.1	6	1581	8	1.1	1.2	1.1
Cc1cc(C)n(-c2nc3sc4c(c3c3nnc(SCC(N)=O)n23)CC(C)(C)OC4)n1	-2	-25	-7	6	0.9	-2	1505	0	-0.32	1.1	1.1
Cc1ccc(SCC(=O)Nc2cc([N+](=O)[O-])ccc2O)cc1	6	6	0	3	1	4	1629	7	1.1	1	0.9
CC1(C)Cc2cccc(OCC(O)CNCc3ccccn3)c2O1 (stereo not given)	0	-2	0	20	0.8	0	1513	-3	-0.74	0.9	0.9

An excerpt from above in order of SMILES length, ascending.
SMILES	PPARg SRC-1 ag	S1P3 antagonist	PPARg SRC3 recr	Diaph inh CS	Diaphorase act	PPARg SRC2 recr	SRC2 TRFRET art	G6PDH counter	ROMK mod	PMI activator	PMI act hi M6P
O=Cc1ccc(OCc2cn3ccccc3n2)cc1	10	-13	3	0	1	4	1643	-2	0.032	1.1	1.1
COC(=O)/C=C(\C)NC(=O)c1ccccc1Cl	2	8	1	10	0.9	-7	1619	2	.	1	1
COc1ccc(CCNC(=O)CSc2ccccn2)cc1OC	-5	-18	-5	2	1	3	1491	3	.	1	1.1
CN(C)CCCN(CCCNC(=O)/C=N/O)Cc1ccccc1	6	-6	-7	5	1	-2	1695	19	-0.43	1	0.9
CC1(C)Cc2cccc(OCC(O)CNCc3ccccn3)c2O1 (stereo not given)	0	-2	0	20	0.8	0	1513	-3	-0.74	0.9	0.9
Cc1ccc(NC(=S)N/N=C2\CC3CC=CC23)c(C)c1 (stereo not given)	4	-5	5	3	1	1	1581	5	-0.43	1	1
O=C(Cn1nnc(-c2ccccc2F)n1)Nc1cccc2ncccc12	6	.	-2	8	0.9	13	1549	7	0.14	1	1
COC(=O)c1ccccc1NC(=O)CNC(=O)c1ccc(OC)c(OC)c1	-5	-25	-4	-11	1.1	4	1329	1	-1.9	1.1	1.1
CC(C)(C)n1nnnc1C(c1cccnc1)N1CCN(C(=O)c2ccco2)CC1 (stereo not given)	1	-34	8	-7	1.1	9	1635	7	.	1.2	1
Cc1ccc(S(=O)(=O)N2CCC(C(=O)C3C(=O)CCCC3=O)CC2)cc1	5	-22	4	-5	1.1	6	1581	8	1.1	1.2	1.1
CC(C)c1ccc(C(=O)CC2(O)C(=O)N(CN3CCOCC3)c3ccccc32)cc1 (stereo not given)	-4	.	-7	7	0.9	-13	1358	1	.	0.9	0.9
CCOC(=O)C(C)N1C(=O)S/C(=C/c2cc(C)n(-c3ccccn3)c2C)C1=O (stereo not given)	2	.	-2	26	0.7	-1	1637	9	-0.045	0.9	0.9
Cc1cc(C)n(-c2nc3sc4c(c3c3nnc(SCC(N)=O)n23)CC(C)(C)OC4)n1	-2	-25	-7	6	0.9	-2	1505	0	-0.32	1.1	1.1

Additional structures
SMILES	PPARg SRC-1 ag	S1P3 antagonist	PPARg SRC3 recr	Diaph inh CS	Diaphorase act	PPARg SRC2 recr	SRC2 TRFRET art	G6PDH counter	ROMK mod	PMI activator	PMI act hi M6P
N#CCSc1nc2ccc(N3CCOCC3)cc2c(=O)n1CCc1ccccc1	7	.	7	38	0.6	6	1510	30	-0.043	0.9	0.9
CC(C)(C)C(=O)NC1(C(F)(F)F)C(=O)Nc2c1c(=O)[nH]c(=O)n2Cc1ccco1 (stereo not given)	-3	-19	-3	10	0.9	7	1594	-2	.	1.1	1
COc1ccc(NC(C)=O)cc1NC(=O)c1ccc(Cl)cc1	4	-9	1	9	0.9	4	1535	8	-0.04	1	1
COc1cc(C2Nc3ccccc3C(=O)N2c2ccccc2OC)ccc1O (stereo not given)	-1	12	-6	-5	1.1	-11	1409	10	0.27	0.9	1.1
CCCc1nnc(SCC(=O)N2C(C)CCCC2C)n1CC (stereo not given)	6	-14	0	6	0.9	8	1510	4	.	1.3	1
CCCOC(=O)c1ccc(-c2c(C)noc2-c2ccc(OC)cc2O)o1	-3	0	-5	22	0.8	5	1510	-19	.	0.8	0.9
Cc1ccc(NC(=O)CN2C(=O)C(C)Oc3ccccc32)nc1 (stereo not given)	6	-41	2	8	0.9	1	1746	-4	.	1.1	1
